Assay outcomes (PubChem)
CSN deneddyl inh = inhibitors of CSN-mediated cullin deneddylation, primary screen, biochemical, fluorescence polarization, uHTS; Purified CSN, SCF-Nedd8-OG deneddylation; inhibition, % at 12.5 µM; 0.38% of 360,000 active; AID 651999, 2013;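 active = pattern-corrected inhibition above about 35%, with an unprinted fluorescence ratio check between 0.5 and 1.5, limit read from the data, passing the limit was not always enough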;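 note: 0% = enzyme with substrate and 100% = substrate without enzyme; some results filed as inactive read as strong as hits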
Target sequence (Q92905 whole entry, looked up, one chain of several): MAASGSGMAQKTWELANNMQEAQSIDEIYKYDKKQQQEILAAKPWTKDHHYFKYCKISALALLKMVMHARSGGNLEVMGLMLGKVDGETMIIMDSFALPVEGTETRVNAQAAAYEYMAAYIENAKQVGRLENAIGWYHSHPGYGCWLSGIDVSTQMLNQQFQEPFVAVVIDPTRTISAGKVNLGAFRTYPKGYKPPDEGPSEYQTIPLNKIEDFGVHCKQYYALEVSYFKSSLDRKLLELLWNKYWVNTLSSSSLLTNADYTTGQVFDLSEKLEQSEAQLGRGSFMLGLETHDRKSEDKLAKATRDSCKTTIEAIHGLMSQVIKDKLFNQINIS
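Assay system: Purified human Csn5 enzyme expressed in HEK293T cells | Amount: Enzyme 0.24 nM | Measured by: Fluorescence polarization readout | Medium: Tris/NaCl/DTT buffer, pH 7.5 | Compound dosing: One concentration, 12.5 µM, 0.25% DMSO | Times: 90 min incubation of compound, enzyme and substrate at room temperature | Control set: no-enzyme wells high, enzyme-with-substrate wells low | Read-out: % inhibition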
Neddyl block = inhibitors of cullin neddylation, primary screen, biochemical, TR-FRET, uHTS, NAE and Ubc12; 0.58% of 360,000 active; calls only at 25 µM; AID 651699, 2012; NEDD8-conjugating enzyme Ubc12 (Homo sapiens) + NEDD8-activating enzyme E1 regulatory …; in the data active = inhibition above about 36%
MT1-MMP act inh = blockers of MT1-MMP proenzyme processing, primary screen, HT1080 RFP-PRO-GFP cells, GFP/RFP fluorescence; Matrix metalloproteinase-14 (Homo sapiens), P50281; GFP/RFP ratio fluorescence, overnight; percent of plate control window, DMSO zero; GFP/RFP ratio change, % at 20 µM; 0.061% of 360,000 active; AID 651647, 2012;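 active = GFP/RFP ratio change of at least 30% with cell ATP level not reduced by more than half and red fluorescence within 50% of control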; note: strong numbers were not always called active
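Compound: 20 µM single dose, 1% DMSO / System: HT1080 RFP-PRO-GFP cells / Controls: DMSO and RFP-L50D-GFP cell wells / Read-out basis: GFP/RFP fluorescence ratio / Schedule: overnight compound exposure at 37 °C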
FAS-TE inh = FAS thioesterase domain inhibitors, primary screen, biochemical, fluorescence intensity, uHTS. Fatty acid synthase (Homo sapiens), P49327. recombinant FAS-TE, OMFH fluorogenic substrate, fluorescence endpoint. inhibition, % at 15 µM. 0.67% of 360,000 active. AID 602261, 2012;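 active = compounds whose normalised, plate-corrected inhibition of enzyme fluorescence in the single-dose primary screen is 50% or more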;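 note: 0% = DMSO with enzyme and 100% = substrate without enzyme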
SKN-1 block = suppressors of acrylamide-induced Pgst-4::GFP reporter in worms, primary screen, SKN-1 inhibitor project, whole organism, uHTS, GFP/RFP fluorescence ratio, strain VP596; AID 624304, 2012; 0.49% of 360,000 active; C. elegans VP596 Pgst-4::GFP/RFP ratio, 24 h; inhibition, % at 21.8 µM;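 active = interference check ratio from 0.5 to 1.5 plus GFP to RFP signal ratio inhibition reaching or exceeding a fixed threshold, cut at about 30% in these data, passing the limit was not always enough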; note: some compounds called inactive have numbers as strong as hits
MLLE-PAM2 inh = inhibitors of PABP1 MLLE–PAM2 peptide binding, primary screen, biochemical, fluorescence polarization, FITC-PAM2, GST-MLLE; Polyadenylate-binding protein 1 (Homo sapiens), P11940; inhibition, % at 20 µM; 0.36% of 360,000 active; AID 588489, 2011; in the data active = inhibition above about 35%, passing the limit was not always enough;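 note: plate controls were DMSO wells with GST-MLLE for no effect and wells lacking GST-MLLE protein for full effect; some results filed as inactive read as strong as hits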
NadD inh = inhibitors of S. aureus NadD, primary screen, biochemical, colorimetric, uHTS | inhibition, % at 20 µM | purified NadD enzyme, colorimetric absorbance read-out | 0.78% of 360,000 active | Nicotinate-nucleotide adenylyltransferase NadD (Staphylococcus aureus N315); in the data active = inhibition above about 26%; note: some compounds past the cut are filed as inactive
Rpn11 block = Rpn11 (PSMD14) deubiquitinase inhibitors, primary screen, biochemical, fluorescence polarization, uHTS; human 26S proteasome, Ub4-pepOG fluorescence polarization; 20S core pre-blocked with epoxomicin; calls only at 20 µM; 0.59% of 360,000 active;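 active = inhibition at 20 µM, scaled to each plate's controls, above about 33%, limit read from the data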
Target sequence (O00487 whole entry, looked up): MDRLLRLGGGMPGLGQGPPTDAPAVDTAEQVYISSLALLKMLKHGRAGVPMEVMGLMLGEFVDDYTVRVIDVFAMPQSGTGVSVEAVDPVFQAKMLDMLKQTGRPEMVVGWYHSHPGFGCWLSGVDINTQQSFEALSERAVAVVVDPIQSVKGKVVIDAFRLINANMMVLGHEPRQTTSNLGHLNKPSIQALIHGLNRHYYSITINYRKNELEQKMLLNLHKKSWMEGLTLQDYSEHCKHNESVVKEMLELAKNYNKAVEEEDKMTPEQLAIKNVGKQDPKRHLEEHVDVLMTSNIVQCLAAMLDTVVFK
Rin1-Abl PPI inh = inhibitors of Rin1-Abl protein binding, primary screen, biochemical, TR-FRET. Tyrosine-protein kinase ABL1 (Homo sapiens) + Ras and Rab interactor 1 (Homo sapiens), …. AID 588664, 2011. 0.4% of 360,000 active. inhibition, % at 7.35 µM; in the data active = inhibition above about 5%, passing the limit was not always enough
Starred values were filed as active, the others as inactive; i = inactive; / = not tested or not shown.

SMILES	CSN deneddyl inh	Neddyl block	MT1-MMP act inh	FAS-TE inh	SKN-1 block	MLLE-PAM2 inh	NadD inh	Rpn11 block	Rin1-Abl PPI inh
N#CC1=C(S)N(c2ccccc2)C(c2ccc(-c3ccc(Cl)c(Cl)c3)o2)NC1=O (stereo not drawn)	2	i	-8	6	-8	-30	2	i	0
O=C(c1cccs1)N1CCC(N2CCN(c3ccccc3)CC2)CC1	-2	i	-3	-4	1	15	9	i	-2
CCOc1ccccc1NC(=O)C(c1ccccc1)N1CCN(CC(=O)N2CCCC2)CC1 (stereo not drawn)	-6	i	11	-1	18	3	-3	i	3
O=C(CSc1nc2c(cnn2-c2cccc(Cl)c2)c(=O)[nH]1)NCCC1=CCCCC1	0	i	1	4	-1	-7	16	i	4
Cc1ccc(OCCn2ccc(=O)[nH]c2=O)cc1C	-1	i	0	-6	8	-7	5	i	0
Cc1cccc(OCC(=O)OCC(=O)N2CCN(C(=O)c3ccco3)CC2)c1C	1	i	0	0	18	-10	-1	i	2
COc1cccc(C(=O)CSc2nc3cccnc3n2C)c1	1	i	0	-4	2	4	-4	i	2
CCCCNC(=O)C1c2ccccc2Oc2ccccc21	2	i	-1	-6	3	5	-8	i	-1
CCCCN1C(=O)CC(Sc2ccccc2C(=O)O)C1=O (stereo not drawn)	2	i	1	-11	2	13	1	i	4
Clc1ccc(C2=NNC(=NCc3ccc4c(c3)OCO4)SC2)cc1	1	i	-7	5	8	3	17	i	-1
C[C@H]1CCCCO[C@H](CN(C)Cc2ccccc2)[C@@H](C)CN([C@@H](C)CO)C(=O)c2cc(NC(=O)CCC(F)(F)F)ccc2O1	-2	i	4	-3	5	5	-5	i	-1
CC(C)C(c1nnnn1C1CCCCC1)N1CCc2ccccc2C1 (stereo not drawn)	-1	i	-4	12	13	8	-5	i	5
C=CCC1(CC=C)CCCN1C(=O)C1CCC(=O)N(CCc2ccccc2)C1 (stereo not drawn)	4	i	-5	-3	11	-8	3	i	1
Cc1cccc(NC(=S)NNC(=O)c2sccc2C)c1	1	i	7	-4	-2	19	0	i	3
CCC1CCCCN1C(=O)Cn1c(=O)n(CCCC(=O)NCc2ccco2)c(=O)c2sccc21 (stereo not drawn)	1	i	-2	-8	11	3	2	i	-2
C/C(=N\Nc1cc(C)nc(-c2ccccc2O)n1)c1ccccc1	-10	/	-18	33	10	13	2	i	1
Cc1ccc2nc(NC(=O)c3ccc(N4C(=O)CCC4=O)cc3)sc2c1	4	i	0	-3	6	1	-3	i	-1
O=C(NCc1cccnc1)Nc1ccccc1	-4	i	-3	-13	-9	-6	-4	i	4
CC(C)(C)OC(=O)NCc1ccc(CNC(=O)c2[nH]cnc2C(=O)N[C@@H](Cc2ccccc2)C(=O)OC(C)(C)C)cc1	0	i	5	18	1	2	18	i	2
CCc1ccc(NC(=O)Cn2nnc(-c3ccc(C)cc3-n3cnnn3)n2)cc1	-1	i	5	3	-3	0	-4	i	2
CCN(CC)CCNCc1cc(Br)ccc1OCC(=O)NCc1ccccc1	3	i	6	-7	-6	16	-4	i	2
O=C(O)c1ccc(NC2(C(=O)O)CCCC2)cc1	4	i	5	-5	8	-13	2	i	1
CC(=O)Nc1ccc(-c2nnn(CC(=O)Nc3ccc4c(c3)OCO4)n2)cc1Cl	0	i	2	-3	1	11	-2	i	5
Cc1ccc(-c2ccc(=O)n(CC(=O)NCCCN3CCCCC3)n2)cc1	1	i	-3	-6	12	7	3	i	2

Three structures already listed, ordered by number of heavy atoms, high to low.
SMILES	CSN deneddyl inh	Neddyl block	MT1-MMP act inh	FAS-TE inh	SKN-1 block	MLLE-PAM2 inh	NadD inh	Rpn11 block	Rin1-Abl PPI inh
Cc1ccc(-c2ccc(=O)n(CC(=O)NCCCN3CCCCC3)n2)cc1	1	i	-3	-6	12	7	3	i	2
Cc1ccc2nc(NC(=O)c3ccc(N4C(=O)CCC4=O)cc3)sc2c1	4	i	0	-3	6	1	-3	i	-1
O=C(NCc1cccnc1)Nc1ccccc1	-4	i	-3	-13	-9	-6	-4	i	4

Additional records follow:
SMILES	CSN deneddyl inh	Neddyl block	MT1-MMP act inh	FAS-TE inh	SKN-1 block	MLLE-PAM2 inh	NadD inh	Rpn11 block	Rin1-Abl PPI inh
CC(=O)N1CCC(C(=O)Nc2cc(C)cc(C)c2)CC1	5	i	2	-5	-5	13	-2	i	1
O=C(NCC1CCCO1)/C(=C/c1ccc(Cl)cc1)NC(=O)c1ccccc1 (stereo not drawn)	-3	i	-1	-15	-3	-5	-3	i	-4
CCCCCCCc1nn2c(=O)cc(O)nc2s1	9	i	-1	-8	7	-20	4	i	1
CCc1nc2ccc(C(=O)N3CCN(C(=O)c4ccco4)CC3)cn2c1N(CC)CCOC	1	i	-4	-2	14	11	3	i	-2
CCCCN(CC)C(=O)Cc1ccccc1OC	-2	i	4	-8	-23	7	2	i	2
O=C(CSc1nc2ccccc2o1)Nc1nc2ccccc2s1	-2	i	-6	2	6	-11	-2	i	-5
O=c1oc2ccccc2c(N2CCCCC2)c1CN1CCCC1	-2	i	4	-3	12	7	1	i	5
CCC/C=C/c1ccc(CN2C(C)C(=O)N(Cc3cn(CCC4OCCO4)nn3)CCS2(=O)=O)cc1 (stereo not drawn)	2	i	3	-5	4	-4	1	i	-1
Brc1ccccc1-c1nnc(COc2ncnc3ccccc23)o1	2	i	-6	-3	1	-12	0	i	-2
Cc1cccc(C)c1NC(=O)Nc1nnc([C@@H]2C[C@H](O)[C@@H](CO)O2)s1	-1	i	2	-10	9	12	-6	i	-2
Cc1ccccc1C(NC(=O)C1CCN(Cc2ccc(Oc3ccccc3)cc2)CC1)c1ccsc1 (stereo not drawn)	-1	i	-2	16	-2	-5	-2	i	-7
COCCCn1c(SCc2nnc(-c3ccc(OC)c(OC)c3)o2)nnc1-c1ccncc1	-2	i	1	-11	13	8	-4	i	1
O=C(Cn1nc(C(F)F)cc1C(F)F)NNC(=S)Nc1ccc(F)cc1	5	i	-2	-4	-10	22	-4	i	0
COc1ccc(CNC(=O)[C@H](C)NC(=O)C2CCN(S(=O)(=O)c3ccccc3)CC2)cc1	-1	i	-2	-6	-11	-6	-9	i	-3
CCOc1ccccc1N(C(=O)Nc1ccc(Cl)cc1)C1=NC(C)CS1 (stereo not drawn)	2	i	2	2	18	-17	3	i	2
COc1ccc(OC)c(S(=O)(=O)NCCc2ccccc2)c1	7	i	-1	-2	0	3	-4	i	-5
O=C(CSc1nnc(NC(=O)c2c(F)cccc2F)s1)NC1CCCCC1	-4	i	2	-5	10	-7	-2	i	-5
Cc1ccc(CNC(=O)/C(C#N)=C/c2ccc(C)s2)cc1	2	i	1	-3	-20	-5	-6	i	0
CCC(C)NC(=O)C(Sc1ccccc1)c1ccccc1 (stereo not drawn)	4	i	1	4	17	-9	-1	i	1
CC1CCCCC12NC(=O)N(Cc1cc(=O)n3ccsc3n1)C2=O (stereo not drawn)	4	i	-10	-7	-10	6	1	i	1
COc1ccc(C)cc1NC(=O)COC(=O)C1CC1	4	i	3	-5	1	2	-6	i	4
CC1(C)Cc2cccc(C(=O)NC3CCN(Cc4ccccc4)CC3)c2O1	0	i	-1	0	9	-11	-2	i	5
O=C(NCC1COCCO1)C1CCN(S(=O)(=O)c2ccccc2)CC1 (stereo not drawn)	-5	i	2	-2	-3	3	-3	i	5
COc1ccc(CC(=O)OCn2nnc3ccccc3c2=O)cc1OC	-2	i	-7	0	-8	10	-5	i	0
CC(C)Oc1ccc(C(CC(=O)O)NC(=O)c2cccs2)cc1 (stereo not drawn)	4	i	5	0	-8	1	0	i	1
COC(=O)C1=C(C)OC(N)=C(C#N)C1c1c(C)nn(C)c1C (stereo not drawn)	-3	i	-1	-12	5	11	-1	i	2
COc1ccc(NC(=O)c2ccco2)cc1NC(=O)c1ccc(C)cc1	0	i	8	-5	8	-3	-6	i	2
Cc1cccc(C2c3[nH]c4ccccc4c3CCN2C(=O)c2cn(C)c3ccccc3c2=O)n1 (stereo not drawn)	5	i	-1	9	-3	14	16	i	-1
FC(F)C(F)(F)c1cc(-c2ccc(Cl)cc2)n[nH]1	2	i	-6	19	15	14	-9	i	0
O=C(O)c1ccccc1CSc1nc2ccccc2o1	-9	i	5	-10	-15	-26	-4	i	-3
Cc1ccc(C(=O)c2cncc(Br)c2)cc1	8	i	-10	0	-8	-7	9	i	2
CC(=O)c1cccc(NC(=O)COC(=O)c2ccccc2C)c1	0	i	0	2	15	4	0	i	-2
CCc1ccccc1NC(=O)c1sc2nc(C)cc(C)c2c1N	4	i	-2	-1	-6	17	-2	i	-1
CCSc1nc2sccc2c(=O)n1-c1ccccc1	-4	i	-3	0	-9	-25	3	i	-2
CCc1nc2c(OCC(=O)C(C)(C)C)cccn2c1N(C=O)CC(=O)N(C)C	-5	i	-1	-8	18	1	-3	i	0
CCOC(=O)c1[nH]c2ccccc2c1NC(=S)Nc1ccccc1C	0	i	-1	-7	-7	34	-5	i	-2

Given bar-delimited: entries from further up
Molecule | CSN deneddyl inh | Neddyl block | MT1-MMP act inh | FAS-TE inh | SKN-1 block | MLLE-PAM2 inh | NadD inh | Rpn11 block | Rin1-Abl PPI inh
Cc1ccc2nc(NC(=O)c3ccc(N4C(=O)CCC4=O)cc3)sc2c1 | 4 | i | 0 | -3 | 6 | 1 | -3 | i | -1
O=C(NCc1cccnc1)Nc1ccccc1 | -4 | i | -3 | -13 | -9 | -6 | -4 | i | 4

Next compounds follow:
SMILES	CSN deneddyl inh	Neddyl block	MT1-MMP act inh	FAS-TE inh	SKN-1 block	MLLE-PAM2 inh	NadD inh	Rpn11 block	Rin1-Abl PPI inh
Cc1ccc(NC(=S)N2CCn3cccc3C2c2cccnc2)cc1 (stereo not drawn)	-13	i	-1	-8	13	-19	-4	i	4
Cc1ccc(-c2nc3ccccc3s2)cc1NC(=S)NC(=O)/C=C/c1ccco1	6	i	-3	4	12	-4	24	i	3
C=CCCN([C@H](CO)Cc1ccccc1)S(=O)(=O)c1ccccc1Br	0	i	1	4	3	5	-6	i	0
Cn1nc(C(=O)NCc2ccccc2)cc1C(=O)NCc1ccccc1	1	i	2	-1	29	-4	-1	i	-1
COc1cccc(-n2c(SCC(=O)NC(C)(C)C)nnc2-c2ccoc2C)c1	0	i	8	-2	11	-3	2	i	-1
COc1ccc(Br)cc1S(=O)(=O)Nc1ccc(Cl)cn1	-5	i	-4	-4	1	-8	-5	i	0
O=C(NCC1CCCO1)c1cc2ccccc2[nH]1 (stereo not drawn)	-1	i	0	-7	2	2	-15	i	3
CCC(CC)C1C(C#N)=C(N)Oc2n[nH]c(-c3ccccc3)c21 (stereo not drawn)	4	i	-6	12	1	-6	-1	i	1
